ARFGAP1 inhibitor – rat ARFGAP1 inhibition | Q62848 | Arfgap1-stimulated ARF1 GTP hydrolysis, GDP FP detection | inhibition, % at 16.5 µM | 360,000 tested, 0.26% active | AID 651572;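 active = inhibition above a per-plate limit, mean inhibition of low control wells plus 3 SD, cut at about 25% in these data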;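 also: 0% = DMSO wells with enzyme and 100% = wells lacking Arfgap1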
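Material: rat Arfgap1 GAP domain (His6, aa 1-136), purified enzyme. Also added: human ARF1(Δ1-17)-GTP substrate. Compound dosing: 16.5 µM single point, 1.26% DMSO. Timing: enzyme reaction 120 min at 25 °C after 20 min preincubation. Signal: GDP detection by fluorescence polarization. Read-out basis: percent inhibition of GAP-stimulated GDP formation, scaled between DMSO and no-Arfgap1 medians.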
SIAE primary – inhibitors of human sialic acid acetylesterase SIAE; SIAE FP-Rh probe binding, fluorescence polarization; 370,000 tested, 0.69% active; Q9HAT2; AID 1053197; inhibition, % at 9.66 µM;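 active = inhibition above a cutoff: mean of compounds within the control limits plus 3 SD of those, cut at about 17% in these data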;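 also: 0% = plate median of compound wells and 100% = probe without SIAE protein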
Tn6 DDE FP – inhibitors of Tn6 peptide binding to human fibrin DD(E). 370,000 tested, 0.21% active. P02675. Fibrin DD(E) TRITC-Tn6 fluorescence polarization displacement. inhibition, % at 8.3 µM;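 active = inhibition above a per-campaign cutoff: mean of compounds within control limits plus 3 SD, cut at about 15% in these data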;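 also: 0% = median of all compound wells on the plate and 100% = blocking peptide control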
ASAP1 inh – inhibitors of human ASAP1 ArfGAP activity; ASAP1-stimulated ARF1 GTP hydrolysis, GDP FP detection; inhibition, % at 16.5 µM; 360,000 tested, 0.19% active; AID 624377; Q9ULH1; in the data active = inhibition above about 25%;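 also: 0% = vehicle with enzyme and substrate and 100% = no enzyme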
TDP2 inh – TDP2 (human) inhibition, absorbance primary screen. O95551. recombinant TDP2, T5PNP hydrolysis, p-nitrophenol absorbance 415 nm. inhibition, % at 12.8 µM. 370,000 tested, 0.34% active. AID 720702;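 active = inhibition above the mean of all tested compounds plus 3 SD, set per campaign, cut at about 25% in these data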;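 also: 0% = DMSO with enzyme and 100% = buffer with substrate but no TDP2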
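System: recombinant human TDP2 / Amount: 120 nM TDP2 per well / Also added: 5 mM T5PNP chromogenic substrate / Doses: 12.8 µM single point, 1% DMSO / Incubation: 2 h at 37 °C / Detection: p-Nitrophenol epi absorbance / Evaluation: % inhibition relative to enzyme-containing and enzyme-free wells / Repeats: singlicate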
PLC-gamma1 inh – inhibitors of human phospholipase C gamma1 | P19174 | purified PLC-gamma1, fluorogenic substrate, fluorescence | inhibition, % at 12.2 µM | 370,000 tested, 0.84% active | AID 720700; in the data active = inhibition above about 9.5%
Target sequence (P19174 whole entry, looked up): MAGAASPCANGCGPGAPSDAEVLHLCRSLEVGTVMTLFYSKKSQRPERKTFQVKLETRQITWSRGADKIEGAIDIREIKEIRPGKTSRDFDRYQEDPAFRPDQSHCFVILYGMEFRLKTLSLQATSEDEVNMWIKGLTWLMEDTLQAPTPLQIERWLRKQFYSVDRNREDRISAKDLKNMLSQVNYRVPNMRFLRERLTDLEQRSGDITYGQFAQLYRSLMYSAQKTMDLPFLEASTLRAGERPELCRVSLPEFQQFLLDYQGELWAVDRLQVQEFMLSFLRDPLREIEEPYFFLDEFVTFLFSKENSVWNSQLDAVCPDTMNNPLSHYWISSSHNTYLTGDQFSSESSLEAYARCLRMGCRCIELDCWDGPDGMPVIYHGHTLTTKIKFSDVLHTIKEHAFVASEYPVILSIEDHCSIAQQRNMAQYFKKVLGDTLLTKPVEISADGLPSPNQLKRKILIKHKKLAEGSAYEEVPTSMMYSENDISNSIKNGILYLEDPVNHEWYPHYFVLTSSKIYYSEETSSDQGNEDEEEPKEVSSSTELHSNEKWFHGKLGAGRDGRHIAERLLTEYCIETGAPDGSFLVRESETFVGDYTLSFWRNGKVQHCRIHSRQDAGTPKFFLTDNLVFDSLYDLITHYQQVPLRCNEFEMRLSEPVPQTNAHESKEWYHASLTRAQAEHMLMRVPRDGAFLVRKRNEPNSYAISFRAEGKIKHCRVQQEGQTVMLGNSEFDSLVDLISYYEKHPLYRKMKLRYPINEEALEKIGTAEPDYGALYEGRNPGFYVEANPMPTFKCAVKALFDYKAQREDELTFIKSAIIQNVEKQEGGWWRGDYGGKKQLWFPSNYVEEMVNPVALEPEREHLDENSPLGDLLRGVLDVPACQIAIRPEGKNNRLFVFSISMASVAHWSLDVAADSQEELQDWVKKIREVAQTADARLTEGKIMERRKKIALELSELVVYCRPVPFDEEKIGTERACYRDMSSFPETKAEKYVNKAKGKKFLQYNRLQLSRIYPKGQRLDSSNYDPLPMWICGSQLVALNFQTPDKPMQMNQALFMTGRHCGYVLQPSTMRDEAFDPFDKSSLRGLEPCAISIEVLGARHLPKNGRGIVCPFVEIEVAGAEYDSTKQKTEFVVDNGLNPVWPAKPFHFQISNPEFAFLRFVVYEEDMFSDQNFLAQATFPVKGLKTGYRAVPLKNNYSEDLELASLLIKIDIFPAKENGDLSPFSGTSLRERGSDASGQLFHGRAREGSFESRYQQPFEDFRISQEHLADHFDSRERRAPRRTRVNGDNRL
ADAM10 inh – inhibits human ADAM10 | recombinant ADAM10, EDANS/DABCYL FRET peptide cleavage, 3 h | 370,000 tested, 0.62% active | O14672 | inhibition, % at 7 µM;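 active = inhibition above a per-campaign cutoff equal to the mean of compounds falling between control-based bounds plus 3 SD, cut at about 20% in these data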;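 also: 0% = DMSO wells while the 100% control is not disclosed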
ADAM17 inh – inhibits human ADAM17. inhibition, % at 6.95 µM. P78536. 370,000 tested, 0.83% active. recombinant ADAM17, EDANS/DABCYL FRET peptide cleavage;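 active = inhibition above the mean of compounds lying between control limits plus 3 SD, set per campaign, cut at about 8.5% in these data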;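 also: 0% = DMSO-only wells as the low control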
DDE Tn7 FP inh – disrupts Tn7 cyclic peptide binding to fibrin D-Dimer-E complex; 370,000 tested, 0.13% active; P02675; inhibition, % at 8.3 µM; FP displacement of FITC-Tn7 peptide from fibrin DD(E); 0% = median of compound wells per plate; AID 720508;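 active = inhibition above the mean of compounds falling within the control limits plus 3 SD of them, cut at about 14% in these data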;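 also: 0% = plate median of compound wells and 100% = 10 µM Aha-Tn7 peptide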
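system = human fibrin DD(E) protein | quantity = DD(E) 2 µM final | medium = Tris/NaCl/CaCl2 buffer, pH 7.8 | also added = labelled Tn7 tracer, 0.1 µM | compound dosing = single point at 8.3 µM | timing = compound with protein 10 min, then 3 h after probe, room temperature | signal = FP measurement | benchmarks = Aha-Tn7 high control | repeats = one replicate per compound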
PLCb3 inh – blocks human PLC-beta3 enzyme activity; Purified PLC-beta3, fluorogenic substrate, fluorescence; inhibition, % at 12.2 µM; 370,000 tested, 0.18% active; in the data active = inhibition above about 11%;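 also: 0% = median of compound wells on plate and 100% = full blocker control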
The depositor's hits bear a star; i = inactive; x = no result given.

SMILES	ARFGAP1 inhibitor	SIAE primary	Tn6 DDE FP	ASAP1 inh	TDP2 inh	PLC-gamma1 inh	ADAM10 inh	ADAM17 inh	DDE Tn7 FP inh	PLCb3 inh
CC1CCc2c(sc(NC(=O)c3ccc(Cn4cc([N+](=O)[O-])cn4)o3)c2C#N)C1 (configuration not stated)	12	5	2	0	1	-5	8	0	-4	-11
Cc1cc2c(c(=O)n1Cc1cccnc1)C(c1cccs1)C(C#N)=C(N)O2 (configuration not stated)	-11	1	-6	-1	7	-6	-8	-6	0	-5
O=C(Nc1ccc([N+](=O)[O-])cn1)C1CC1	-16	-6	2	9	0	0	-6	-4	2	4
Cc1ccccc1C(=O)Nn1cnc2ccccc2c1=O	2	0	-9	10	12	-3	1	-1	0	-13
CN(C)c1ccc(C(CNS(=O)(=O)c2ccc3ccccc3c2)N2CCOCC2)cc1 (configuration not stated)	-12	6	1	-8	4	-2	-1	-1	8	-6
CCCCNC(=O)C1CC(=O)N(c2ccc(OC)cc2)C1c1ccc(OC)cc1 (configuration not stated)	-8	1	9	0	2	2	7	0	1	3
Cc1ccc(C2Nc3ccccc3C(=O)N2CCN2CCNC2=O)cc1 (configuration not stated)	-4	-5	-3	7	-1	-471	i	i	2	i
O=C1CCC[C@@H]2Cc3nc4ccccc4cc3[C@@H]3CCN1[C@H]23	3	0	2	7	-3	0	1	-5	5	-1
CN(C)CCCC(C)(O)C(Cc1ccccc1)c1ccccc1 (configuration not stated)	-12	-3	7	-6	-9	1	3	-1	3	2
Cc1cc(C)nc(SCc2n[nH]c(=S)n2C)n1	-7	-4	-5	6	6	1	7	0	-3	1
O=S(=O)(c1ccccc1)N(CC(F)(F)F)c1ccc(C(O)(C(F)(F)F)C(F)(F)F)cc1	10	-13	-7	16	-22	12*	49*	22*	-10	4
CN(Cc1ccccc1)S(=O)(=O)c1ccc(OCC(=O)N2CCC(C(N)=O)CC2)cc1	2	9	1	17	1	4	-7	-5	2	-6
C[C@H]1CN(C(=O)OC(C)(C)C)CCN1c1ccc(N2CC[C@@H](O)C2)c(C#N)c1	1	4	-4	6	-1	-157	-66	-14	-4	-200
O=C(O)C1=CCNCC1	12	-5	-2	8	5	-2	4	-1	-4	1
COc1ccc(C(=O)NC2CCN(CC(=O)NCc3cccc(OC)c3)CC2)cc1	10	-2	8	5	4	0	7	-2	-4	-3
Cc1oc2ccc(OC(=O)N3CCOCC3)cc2c1C(=O)OC(C)C	-3	0	-4	-4	5	1	4	-1	-3	-2
O=c1cc[nH]c2c1ccc1c(=O)cc[nH]c12	10	-1	-3	-2	1	-414	-272	-108	-8	i
COC(Cn1cc(C)c(=O)[nH]c1=O)OC	1	-3	-5	-1	-8	1	-1	-1	2	-3
COc1ccc(NC(=S)NC(NC(=O)/C=C/c2ccccc2)C(Cl)(Cl)Cl)cc1 (configuration not stated)	-5	-23	7	-3	0	0	-1	-2	1	0
O=S1(=O)CCOC[C@H](c2ccccc2)N1Cc1cccc(Cl)c1	2	-4	-2	7	-7	5	16	-1	2	-3
COc1ccc(Cc2c(C(C)(C)C)nc3cc(C)c(Br)c(C)n23)c(C)c1	15	0	-3	9	-2	1	-9	0	-5	2
COc1ccc(C(C)c2cc3c(cc2OCC(=O)O)OCO3)cc1 (configuration not stated)	0	3	5	-10	0	4	-2	4	-1	21*
O=c1cc(-c2ccc(O)c(O)c2)oc2cc(O)c(C3OC(CO)C(O)C(O)C3O)c(O)c12 (configuration not stated)	-2	8	-1	-5	4	4	1	2	10	3
COc1cccc(C(=O)Nc2ccc(N3CCN(S(C)(=O)=O)CC3)cc2)c1	2	-2	4	-8	-12	-1	-10	-4	5	-3
O=C(c1ccc([N+](=O)[O-])cc1)N1CCCC1	-2	-5	0	-4	-6	0	-2	-5	4	-7
CN(Cc1ccccc1)C(=O)Cc1ccccc1	-6	0	3	-1	2	-4	-9	-5	-6	-1
O=C(NNC(=O)c1cc2cc(OC(F)(F)F)ccc2[nH]1)c1ccc(Cl)cc1	-5	-19	-1	-7	6	-1	7	0	0	-7
CCOc1ccc(C2C(C(=O)c3ccco3)=C(O)C(=O)N2Cc2cccnc2)cc1OC (configuration not stated)	3	3	1	1	5	-2	-16	-3	6	-1
O=C(C[C@H]1C(=O)N(c2ccc(Br)cc2)C[C@@H]1Cc1ccccc1)Nc1ccccc1	0	-19	5	8	3	6	-1	0	6	10
COc1cc(/C(C)=N\NC(=O)CSc2nc3ccccc3n2C)ccc1O	5	3	0	10	-2	2	0	5	-2	1

Single records, from the list above. Values in the order: ARFGAP1 inhibitor | SIAE primary | Tn6 DDE FP | ASAP1 inh | TDP2 inh | PLC-gamma1 inh | ADAM10 inh | ADAM17 inh | DDE Tn7 FP inh | PLCb3 inh
Shown for O=S1(=O)CCOC[C@H](c2ccccc2)N1Cc1cccc(Cl)c1 = 2 | -4 | -2 | 7 | -7 | 5 | 16 | -1 | 2 | -3
Shown for O=C(NNC(=O)c1cc2cc(OC(F)(F)F)ccc2[nH]1)c1ccc(Cl)cc1 = -5 | -19 | -1 | -7 | 6 | -1 | 7 | 0 | 0 | -7

(continued)
SMILES	ARFGAP1 inhibitor	SIAE primary	Tn6 DDE FP	ASAP1 inh	TDP2 inh	PLC-gamma1 inh	ADAM10 inh	ADAM17 inh	DDE Tn7 FP inh	PLCb3 inh
O=C(O)c1ccccc1C(=O)NC1CCN(c2nccc(C(F)(F)F)n2)CC1	1	-1	2	13	-6	2	-5	-2	-7	-6
O=C(C[n+]1ccc(-c2ccccc2)cc1)Nc1ccc([N+](=O)[O-])cc1	-6	-4	10	6	-13	3	-3	-3	3	0
Cc1ccc2c(c1)nnn2C1CCN(CC(=O)c2ccc(Cl)cc2)CC1	-3	-1	-3	-3	0	-2	0	-1	-1	-2
Cc1ccc(CS/C(Nc2ccccc2C)=C(\C#N)C(=O)NCc2ccco2)c(C)c1	5	-2	-5	7	-16	-3	5	-1	3	-4
Cc1c(NC(=O)CSC2=C(C#N)C(c3ccccc3F)CC(=O)N2)c(=O)n(-c2ccccc2)n1C (configuration not stated)	-3	-1	-10	-2	0	0	-8	-3	-2	-1
Cc1ccc(NC2=Nc3ccccc3N3C2=Nc2c(c(C)nn2-c2ccccc2)C3c2ccc(O)c(O)c2)cc1 (configuration not stated)	23	-36	-2	18	8	i	-69	-27	7	i
CSc1nnc(C)c(=O)n1COC(=O)c1ccccc1	-1	2	6	-7	-8	1	-2	-2	1	-7
Cc1cc(C)n(-c2ccc(NC(=O)C3CCCCN3C(=O)c3ccoc3C)cc2)n1 (configuration not stated)	-8	-6	5	-5	8	2	-6	-1	-6	-8
CCn1c(SCC(=O)c2[nH]c(C)c(C(C)=O)c2C)nnc1-c1ccncc1	-9	-1	5	3	13	0	-3	-2	2	2
Cc1cc(NS(=O)(=O)c2ccc(NC(=S)NC(=O)c3ccc(Cl)cc3Cl)cc2)no1	-3	4	-4	-4	-17	1	8	3	-3	5
CCC[C@H]1[C@@H](OC(=O)NC(CC)CC)CC[C@@]23CCCN2C(=O)CCC[C@@H]13	x	6	8	x	2	0	0	-1	1	4
CCOc1ccccc1N1CCN(C(=S)Nc2ccc(S(=O)(=O)Nc3ncccn3)cc2)CC1	0	10	10	7	1	0	-6	-6	3	-5
Cc1ccc(NC(=O)CSc2nnc3ccc(-c4ccncc4)nn23)cc1	8	3	-1	-2	0	-1	0	0	5	2
O=C(COC(=O)[C@@H]1CCCN1S(=O)(=O)c1ccc(Cl)cc1)NC1CC1	-8	4	-3	-12	5	0	3	-4	-3	-3
O=C(CCCN1C(=O)c2ccccc2C1=O)Nc1nncs1	-1	0	5	-6	-2	1	-5	-2	4	2
COC(=O)C1=C(NC(=O)c2ccccc2C)CCS1	2	0	5	-10	2	-22	-4	0	4	-25
COc1ccc(S(=O)(=O)N2CCC(C(=O)N3CCCCC3)CC2)cc1OC	5	0	-2	-7	1	0	-6	-6	-5	0
CN=c1scc(C)n1/N=C/c1ccc2c(c1)OCO2	-6	-5	-2	-16	0	-56	-11	-4	-3	-67
COc1cccc(-n2c(=O)[nH]cc(C(=O)Nc3ccc4c(c3)OCCO4)c2=O)c1	-2	-7	11	16	9	-3	-4	0	0	-1
O=S(=O)(NCCCc1ccccc1)c1cccc2nsnc12	-13	6	-2	6	-6	8	-4	3	-7	2
CC1(C)C(=O)OC(c2c3ccccc3cc3ccccc23)C(C)(C)C1=O (configuration not stated)	7	2	0	-1	7	-32	-108	-47	-1	-56
O=C(O)Cn1c(P(=O)(O)c2ccccc2)nc2ccccc21	-4	-6	-3	-2	-6	5	10	1	-1	0
COc1cc(OC)c(NC2=CC(=O)C(=O)c3ccccc32)cc1Cl	4	11	-3	7	4	-18	-7	-1	3	-30
COc1ccccc1N1CCN(c2nc(C)cc(=O)[nH]2)CC1	-6	3	1	1	3	0	1	-3	-3	-3
O=C(CCC(=O)N(CC(=O)NC1CCCCC1)Cc1cccs1)Nc1nccs1	-2	-2	3	6	-7	4	3	0	-8	-5
CN(C)C(=O)NC(Nc1ccc(Cl)cc1Cl)C(Cl)(Cl)Cl (configuration not stated)	2	0	-3	4	8	2	7	1	4	3
CCOC(=O)N1CCC(NC(=O)CSCc2cnn(-c3ccccc3)c2-n2cccc2)CC1	5	7	6	5	-8	0	-7	3	-6	0
N#C/C(=C/c1ccc(-c2cccc([N+](=O)[O-])c2)o1)C(=O)Nc1nc(-c2cccs2)cs1	-16	0	2	-5	-5	0	-2	-1	8	-4
CC(C)CCC1(C)NC(=O)N(CC(=O)Nc2ccc3c(c2)OCCO3)C1=O (configuration not stated)	-3	1	-4	-5	13	2	-4	-4	5	-6
CCc1noc(C)c1C(=O)N1CC(C)OC(C)C1 (configuration not stated)	5	-7	-4	1	2	0	0	-1	-3	3
COC(=O)[C@]12CCCCC=C1N(Cc1ccco1)C(=O)[C@H](CC(=O)NCc1cccc(C(F)(F)F)c1)C2	8	-7	0	-2	-2	4	-11	-3	-1	0
CCc1nc2ccc(C(=O)N3CCCC(C(N)=O)C3)cn2c1N(CCC(C)C)CCN(C)C (configuration not stated)	-2	4	1	4	-5	4	-10	2	-4	-1
CC1CCCCN1CC(=O)Nc1sc2c(c1C#N)CCC2 (configuration not stated)	4	2	2	-4	-11	-7	-7	-1	-1	-9
Cc1cc(NS(=O)(=O)c2ccc(NC(=O)c3cnc4sccn4c3=O)cc2)nc(C)n1	2	3	-1	14	-4	-2	-5	0	3	-6
CC1CN(CCC(=O)Nc2ccccc2F)CC(C)O1 (configuration not stated)	-4	-8	5	3	-11	-2	0	-5	-4	-1
